AmpC inh det: Promiscuous and Specific Inhibitors of AmpC Beta-Lactamase (assay with detergent). P00811. purified AmpC, nitrocefin hydrolysis with detergent. Potency, µM (highest dose often 28.7 µM), for the others: at the highest dose activity change, negative = inhibition. hit rate 0.09% among 71,000; active = well fitted curve in the direction sought with a large enough effect
Target sequence (P00811 whole entry, looked up): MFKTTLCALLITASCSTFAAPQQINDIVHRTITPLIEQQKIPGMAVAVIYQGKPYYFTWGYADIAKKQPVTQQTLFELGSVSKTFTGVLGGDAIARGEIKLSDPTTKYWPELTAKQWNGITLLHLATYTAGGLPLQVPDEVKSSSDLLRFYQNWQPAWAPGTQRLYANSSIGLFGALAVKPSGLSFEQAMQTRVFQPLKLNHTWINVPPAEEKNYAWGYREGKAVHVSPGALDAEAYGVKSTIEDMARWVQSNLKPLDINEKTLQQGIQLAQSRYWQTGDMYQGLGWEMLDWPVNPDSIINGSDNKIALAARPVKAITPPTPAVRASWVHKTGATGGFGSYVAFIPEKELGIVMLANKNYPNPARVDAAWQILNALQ
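E. coli AmpC (5.3 nM) in 20 mM phosphate pH 7.0 with 0.01% Triton X-100, preincubated 15 min RT with compound; nitrocefin (2 uL of 800 uM stock) hydrolysis followed by 480 nm absorbance every 20 s over 4 min.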
* = called active by the depositor; [ ] = dose if it differs, or a comment. % is scaled to controls: 0 for no effect and ±100 for the full control effect; potency is read from the fitted curve at half-maximal effect. A portion of the library. The share of hits here may be higher or lower than overall.

SMILES	AmpC inh det
Cc1nnc(SCCCN2C(=O)c3ccccc3C2=O)o1	19%
CCCn1c(SCC(=O)N2CCN(S(=O)(=O)c3ccc(Cl)cc3)CC2)n[nH]c1=O	-1%
O=C1CCCc2nc(N3CCN(C(c4ccccc4)c4ccccc4)CC3)ncc21	-7%
O=C(COc1ncnc2ccccc12)NC1CCS(=O)(=O)C1 (stereo not drawn)	-3%
CCN(CC)S(=O)(=O)c1cc(C(=O)n2cccn2)c(Cl)cc1Cl	-2%
COCCn1nnnc1C(c1cc2cc(OC)ccc2[nH]c1=O)N1CCC(Cc2ccccc2)CC1 (stereo not drawn)	0%
CC1=CC(=O)CC(C)(C)[C@@]1(O)/C=C\C(C)=C\C(=O)O	-1%
COCCNC(=O)C1(CC(C)C)C=CCN1C(=O)OC (stereo not drawn)	17%
CCN1CCCC1CNC(=O)C1c2ccccc2C(=O)N(CCOC)C1c1ccc(F)cc1 (stereo not drawn)	1%
C=C(C)C1CCC(C)=C1CC(C)(C)/C=N\n1cnnc1 (stereo not drawn)	5%
COC(=O)c1cc2oc(C)cc2n1CC(=O)Nc1cc(C)cc(C)c1	-3%
CN(CCCNC(=O)C1CCN(S(=O)(=O)N2CCC3(CC2)OCCO3)CC1)Cc1ccccc1	-4%
O=C(CN1C(=O)c2cccc3cccc1c23)N1CCN(c2ccc(F)cc2)CC1	15%
COc1ccc(Cc2nc(-c3ccc(-n4cccc4)cc3)no2)cc1OC	7%
O=C(O)[C@H]1C[C@@H](CP(=O)(O)O)CCN1	0%
COc1ccc(N(CC(=O)NCc2ccco2)S(=O)(=O)c2c(C)nn(C)c2C)cc1	6%
CN(C)CCCN1C(=O)c2oc3ccccc3c(=O)c2C1c1cccs1 (stereo not drawn)	4%
CCN(CC)CCCN=Cc1c(O)n(CCc2ccc(OC)c(OC)c2)c(=O)[nH]c1=O	0%
CN1C(=O)CSc2ccc(NC(=O)NCc3cccnc3)cc21	-6%
O=c1c2ccccc2c2ccccc2c(=O)n1Cc1ccco1	-2%
COc1ccccc1CN1CCC2(CC1)CCN(C(=O)c1ccco1)CC2	-2%
O=C1CCC(C(=O)OCc2cc(Cl)ccc2OC(F)F)N1 (stereo not drawn)	-4%
O=C1c2ccccc2C(Nc2ccc3nc(-c4cccnc4)[nH]c3c2)N1Cc1ccco1 (stereo not drawn)	5%
Cc1cc(-c2nc3ncccc3o2)ccc1NC(=O)CC(C)C	10%
NC(=O)CSP(=O)(c1ccccc1)c1ccccc1	-2%
CCOc1ccc(C2/C(=C(/O)c3ccccc3)C(=O)C(=O)N2CCCN(C)C)cc1OC (stereo not drawn)	-2%
O=C(Cc1cccs1)NCc1ccco1	-5%
C=Cn1ccnc1P(=S)(c1c(C)nn(-c2ccccc2)c1C)c1nccn1C=C	-5%
Cc1cc(=O)[nH]c(N2CCCC2)n1	10%
Brc1cccc(/C=N\n2cnnc2)c1	-1%
O=C(Nc1ccc(Cc2ccc(NC(=O)C3CC3)c(O)c2)cc1O)C1CC1	-7%
COc1ccccc1C(c1nnnn1C(C)(C)C)N1CCN(Cc2ccncc2)CC1 (stereo not drawn)	7%
CCN1CCN(C(c2cccs2)C(C)NS(=O)(=O)c2ccc(F)cc2)CC1 (stereo not drawn)	11%
CC(=O)c1cccc(NC(=O)c2cc(-c3ccc(F)cc3)on2)c1	11%
O=C1c2ccccc2C(=O)c2c1ccc(N1C(=O)c3ccccc3C1=O)c2-c1c(N2C(=O)c3ccccc3C2=O)ccc2c1C(=O)c1ccccc1C2=O	-4%[5.75 µM]
O=S(=O)(Nc1nc2ccccc2nc1NCc1ccco1)c1cccs1	10%
O=C(Nc1ccccc1)N(C1=NCCC1)c1ccc(OC(F)F)cc1	0%
Clc1ss/c(=N\c2ccccn2)c1Cl	-5%
COc1ccc(OC)c(NC(=O)COc2ccc(S(=O)(=O)NC(C)C)cc2)c1	-6%
O=C(Oc1ccccc1)N1CCN(c2ccc(F)cc2)CC1	18%
Cc1cc(C)nc(-n2nc(C)cc2Nc2ccccc2)n1	-3%
CCOC(=O)c1ccc(-n2[nH]c(-c3ccccc3)cc2=O)cc1	-3%
CCCOC(=O)c1ccc(NC(=O)C2CCCO2)cc1 (stereo not drawn)	-2%
Cc1ccc(NCc2nnc(SCCN3CCCCC3)n2CC2CCCO2)cc1Cl (stereo not drawn)	-4%
COc1ccc2c(CCNC(=O)c3ccco3)c[nH]c2c1	6%
Cc1ccccc1S(=O)(=O)Nc1nc2ccccc2nc1N1CCOCC1	-1%
O=C(Nc1cccnc1)c1ccc2c(c1)OCO2	1%
Cc1nn(-c2ccccc2)c(C)c1/C=N/O	16%
Cc1nnc(SCC(=O)n2c3c(c4ccccc42)CCCC3)s1	-5%
COc1ccc2c(c1)CCc1c(C(=O)N3CCc4ccccc4C3)noc1-2	-2%
CCOc1ccc(-c2nnn(CC(=O)Nc3ccccc3OC)n2)cc1OCC	-1%
CCCNC(=O)c1cc(-c2ccc(Br)cc2)on1	7%
Cc1ccc(N(CC(=O)N2CC(=O)Nc3ccccc32)S(=O)(=O)c2ccc3c(c2)OCCO3)cc1	-4%
Cc1occc1C(=O)NCc1cccs1	-7%
Cc1[nH]n(-c2ccccc2)c(=O)c1/C=N/O	6%
COc1ccccc1OCC(=O)Nc1cccc(-c2nc3ccccc3o2)c1	-4%
Cc1ccc(-c2nc3ncccc3o2)cc1NC(=O)c1ccco1	-6%
O=C(Cc1cccs1)N(c1ccc(Cl)cc1)C1C=CS(=O)(=O)C1 (stereo not drawn)	-4%
CCOC(=O)c1nn(-c2sc(C(=O)OC)c(C)c2C(=O)OC)cc1O	0%
CCC1=C/C(=C/N(C)c2ccccc2)C(=O)S1	-6%
Later entries
SMILES	AmpC inh det
CN(CC(=O)Nc1nc2ccccc2s1)S(=O)(=O)c1ccccc1	-6%
Clc1ccc(OCc2nn3c(-c4ccncc4)nnc3s2)cc1	-5%
Cc1ccccc1NC(=O)CN1CCC(NC(=O)Nc2ccccc2)CC1	10%
Cc1ccc(N2CCN(S(=O)(=O)N(C)C)CC2)c(C)c1	9%
O=C1COc2ccc(C(=O)COC(=O)C3CCN(S(=O)(=O)c4cccs4)CC3)cc2N1	-5%
CCN(CC)C(=O)CSc1nnc(-c2ccccn2)n1-c1ccc(C)c(C)c1	-4%
O=C(Nc1cccnc1)c1ccc(COc2ccccc2Br)o1	-3%
COc1cc(C2N(c3ccccc3)CCN2c2ccccc2)ccc1OC(C)=O	0%
CCOC(=O)CSc1nc2sc(C)c(C)c2c(=O)n1C	6%
COC(=O)[C@@]1(Cc2ccccc2)[C@H]2c3cc(C(=O)N(C)C)n(Cc4ccccc4)c3C[C@H]2CN1C(=O)c1ccccc1	-2%
Cc1cc(N=Cc2c(O)n(-c3ccc4c(c3)OCO4)c(=O)c3ccccc23)ccn1	9%
CCOc1c(Br)cc(CNc2ncn[nH]2)cc1OC	-3%
CN(Cc1ccco1)c1ncnc2ccc(-c3ccccc3C(F)(F)F)cc12	11%
COC(=O)[C@@]1(Cc2ccc(OC)cc2)[C@H]2c3cc(C(=O)N(C)C)n(CCc4ccc(OC)c(Br)c4)c3C[C@H]2CN1C(=O)c1ccccc1	-2%
CC(C)(C)OC(=O)N1CC=C2C(C#N)=C(N)C(C#N)(C#N)C(c3cccs3)C2C1 (stereo not drawn)	-8%
CCn1c(O)c(C=Nc2ccccc2)oc1=S	-2%
Nc1cccc(S(=O)(=O)c2cccc(N)c2)c1	-1%
Cc1ccc(NC(=O)C2(N(CC(C)C)C(=O)Cn3nnnc3N)CCCCC2)cc1	-6%
CSc1cccc(NC(=O)C2CCN(S(C)(=O)=O)CC2)c1	-4%
CCOc1ccccc1C(=O)NC(C)c1ccc2c(c1)OCO2 (stereo not drawn)	-1%
COc1cc(C(=O)NCc2nnc(SCC(=O)Nc3cccc(C)c3)o2)cc(OC)c1OC	-6%
CCCN1C[C@@H](CSC)C[C@H]2c3cccc4[nH]cc(c34)C[C@@H]21	0%
Cc1c(C(=O)N2CCOCC2)sc2ncn(CC(=O)N3CCC(C)CC3)c(=O)c12	-2%
COc1ccc(CNC(=O)c2cnn3c(C(F)F)cc(C)nc23)cc1OC	13%

20 compounds out of the list, ordered by SMILES length, low to high.
SMILES	AmpC inh det
CCn1c(O)c(C=Nc2ccccc2)oc1=S	-2%
CCOc1c(Br)cc(CNc2ncn[nH]2)cc1OC	-3%
CCC1=C/C(=C/N(C)c2ccccc2)C(=O)S1	-6%
CCOC(=O)CSc1nc2sc(C)c(C)c2c(=O)n1C	6%
O=C(Nc1cccnc1)c1ccc(COc2ccccc2Br)o1	-3%
CCOc1ccccc1C(=O)NC(C)c1ccc2c(c1)OCO2 (stereo not drawn)	-1%
Clc1ccc(OCc2nn3c(-c4ccncc4)nnc3s2)cc1	-5%
Cc1ccc(N2CCN(S(=O)(=O)N(C)C)CC2)c(C)c1	9%
CN(CC(=O)Nc1nc2ccccc2s1)S(=O)(=O)c1ccccc1	-6%
COc1cc(C2N(c3ccccc3)CCN2c2ccccc2)ccc1OC(C)=O	0%
CCOC(=O)c1nn(-c2sc(C(=O)OC)c(C)c2C(=O)OC)cc1O	0%
CCN(CC)C(=O)CSc1nnc(-c2ccccn2)n1-c1ccc(C)c(C)c1	-4%
Cc1ccc(NC(=O)C2(N(CC(C)C)C(=O)Cn3nnnc3N)CCCCC2)cc1	-6%
CCCN1C[C@@H](CSC)C[C@H]2c3cccc4[nH]cc(c34)C[C@@H]21	0%
Cc1c(C(=O)N2CCOCC2)sc2ncn(CC(=O)N3CCC(C)CC3)c(=O)c12	-2%
COc1cc(C(=O)NCc2nnc(SCC(=O)Nc3cccc(C)c3)o2)cc(OC)c1OC	-6%
O=C1COc2ccc(C(=O)COC(=O)C3CCN(S(=O)(=O)c4cccs4)CC3)cc2N1	-5%
CC(C)(C)OC(=O)N1CC=C2C(C#N)=C(N)C(C#N)(C#N)C(c3cccs3)C2C1 (stereo not drawn)	-8%
COC(=O)[C@@]1(Cc2ccccc2)[C@H]2c3cc(C(=O)N(C)C)n(Cc4ccccc4)c3C[C@H]2CN1C(=O)c1ccccc1	-2%
COC(=O)[C@@]1(Cc2ccc(OC)cc2)[C@H]2c3cc(C(=O)N(C)C)n(CCc4ccc(OC)c(Br)c4)c3C[C@H]2CN1C(=O)c1ccccc1	-2%

Continuation:
SMILES	AmpC inh det
O=C(CN1C(=O)CSc2ccccc21)Nc1ccc2c(c1)OCCO2	-4%
O=C(OCCOc1ccc(Br)cc1)c1cnccn1	-4%
O=C(CCC1CCCCC1=O)c1ccccc1 (stereo not drawn)	-4%
COC(=O)CCN(c1ccccc1)S(=O)(=O)c1ccc(OC)cc1	15%
CCSc1nnc(C)n1-c1ccc(C(=O)O)cc1	13%
CS(=O)(=O)N(CC(=O)NCc1ccc2c(c1)OCO2)Cc1ccc(Cl)cc1	-6%
COc1ccc2sc(NC(=O)CC(C)C)nc2c1	2%
CCS(=O)(=O)N1CCC[C@H]2CN3CCc4cc(OC)ccc4[C@@H]3C[C@@H]21	0%
Cn1c(C(=O)NCCCN2CCCC2=O)cc2c(=O)n(C)c3ccccc3c21	10%
Cn1c(-c2ccc3c(c2)OCO3)cnc1N	-1%
O=C1Nc2ccc(S(=O)(=O)NCc3ccccn3)c3cccc1c23	-6%
Cc1nn(C)c(C)c1CNC(=O)c1cc2n(n1)C(C(F)(F)F)CC(c1cccs1)N2 (stereo not drawn)	-3%
Cc1nc2ccc(C(=O)O)cc2c2c1CC(C)S2 (stereo not drawn)	-8%
CC(C)OCCCNC(=O)c1ccc(N(C)S(C)(=O)=O)cc1	-3%
CCOC(=O)C1(c2csc(N)n2)COC(=O)C1 (stereo not drawn)	-4%
O=C(CC1=NCCNC(c2ccccc2)C1)c1ccccc1O (stereo not drawn)	-2%
COC(=O)Nc1ccc(S(=O)(=O)N2CCCc3ccccc32)cc1	9%
O=C(Nc1ccccc1)OCC1CCCN2CCCCC12 (stereo not drawn)	6%
O=S(=O)(c1cccc2c(I)cccc12)N1CCCNCC1	-3%
[O-][n+]1c2c(nn1-c1ccccc1Cl)-c1nonc1CC2	1%
O=Cc1ccc(CO)o1	10%
[CH3][Hg][Cl]	10%
O=C(CCCC(=O)N(CC(=O)NC1CCCC1)Cc1ccc2c(c1)OCO2)Nc1ccccn1	13%
COc1cccc(C2CC(c3ccc(C)cc3)n3ncnc3N2)c1 (stereo not drawn)	13%
CCc1ccccc1NS(=O)(=O)c1ccc(SC)cc1	-4%
NC(=O)c1ccc(-n2nnnc2SCC(=O)Nc2ccc(N3CCOCC3)c(Cl)c2)cc1	-3%
CCn1c(N)c(C(=O)NCCCOC)sc1=S	-3%
CCCc1[nH]nc2c1C1(C(=O)N(CC)c3ccccc31)C(C#N)=C(N)O2 (stereo not drawn)	-3%
CC(=O)Nc1ccc(S(=O)(=O)N=S(C)C)cc1	-3%[5.75 µM]
COc1ccc(C2C3=C(CC(C)(C)CC3=O)Oc3ncn(Cc4ccco4)c(=N)c32)cc1 (stereo not drawn)	14%
COc1ccc(-c2ccc(-c3noc(-c4ccco4)n3)c(OC)n2)cc1	1%
C[C@@H]1CCCC(CC(=O)O)(CC(=O)O)C1	-2%[5.75 µM]
O=C(COc1ccc(S(=O)(=O)N2CCCC2)cc1)NCCC1=CCCCC1	0%
CC1Cc2nc(SCC(=O)Nc3ccccc3F)n(C)c(=O)c2S1 (stereo not drawn)	-3%
COCC(=O)Oc1c(S(=O)(=O)c2ccc(C)cc2)c(C)nn1-c1ccccc1	0%
O=C(NCCc1ccccc1)c1ccncc1	7%
CCc1nn(CC(=O)NCCCN2CCc3ccccc3C2)c(=O)c2cc3sccc3n12	12%
CCOC(=O)c1sc(NC(=O)c2ccc3ncsc3c2)nc1C	6%
O=C(NCC1CCCO1)C1CC(c2ccc(Cl)c(Cl)c2)=NO1 (stereo not drawn)	-3%
CC12CN3CC(C)(CN(C1)C3c1ccc(Br)cc1)C2=O (stereo not drawn)	7%
C[N+]1(CCN=C=NC2CCCCC2)CCOCC1	-2%[5.75 µM]
CC(C)CCN1CC(C(=O)NCc2ccccc2)CC1=O (stereo not drawn)	9%
